Gal4-VP16 FLuc: inhibits Gal4-VP16 luciferase reporter, ROR gamma counter-screen | Drosophila S2 Gal4-VP16 UAS-luciferase, luminescence, 20 h | Potency, µM (series often up to 53.6 µM), for the others: at the highest dose activity, negative = inhibition, usual class: inhibitors | 310,000 compounds, 3.5% hits | AID 2546;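 note: Gal4-VP16 expression switched on by copper sulfate through the metallothionein promoter; potency is the fitted concentration of half-maximal effect; % is set by controls: 0 for no effect and ±100 for the full control effect; nearly all actives have a fitted effect of over 50% in size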
ELG1 genotoxic: induces genotoxicity in HEK293T cells with luciferase-tagged ELG1. HEK293T ELG1-luciferase reporter, luminescence, 16 h. 330,000 compounds, 1.3% hits. Potency, µM (titrated, usually from 46 µM), without a hit: top-dose activity change, positive = activation, most hits filed as activators. AID 504466; note: potency is the fitted concentration of half-maximal effect; % of control where 0% means no effect; nearly all actives have a fitted effect of over 60% in size
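Luminescence read-out: rising ELG1-luciferase signal, reflecting elevated ELG1 protein under genetic stress, flags genotoxic compounds. Cells were treated for 16 hr at 37 °C before ONE-Glo detection.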
FLuc modulator: firefly luciferase modulation, counter-screen for miR-21 project; P08659; purified FLuc, Km substrates, luminescence inhibition; Potency, µM (series often up to 57.5 µM), without a hit: at the top dose activity change, negative = inhibition, hits mostly inhibitors; 360,000 compounds, 6.9% hits; AID 588342;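 note: potency is the fitted concentration of half-maximal effect; plate controls were vehicle for no effect and reference inhibitor for full effect; nearly all actives have a fitted effect of over 55% in size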
Target sequence (P08659 whole entry, looked up): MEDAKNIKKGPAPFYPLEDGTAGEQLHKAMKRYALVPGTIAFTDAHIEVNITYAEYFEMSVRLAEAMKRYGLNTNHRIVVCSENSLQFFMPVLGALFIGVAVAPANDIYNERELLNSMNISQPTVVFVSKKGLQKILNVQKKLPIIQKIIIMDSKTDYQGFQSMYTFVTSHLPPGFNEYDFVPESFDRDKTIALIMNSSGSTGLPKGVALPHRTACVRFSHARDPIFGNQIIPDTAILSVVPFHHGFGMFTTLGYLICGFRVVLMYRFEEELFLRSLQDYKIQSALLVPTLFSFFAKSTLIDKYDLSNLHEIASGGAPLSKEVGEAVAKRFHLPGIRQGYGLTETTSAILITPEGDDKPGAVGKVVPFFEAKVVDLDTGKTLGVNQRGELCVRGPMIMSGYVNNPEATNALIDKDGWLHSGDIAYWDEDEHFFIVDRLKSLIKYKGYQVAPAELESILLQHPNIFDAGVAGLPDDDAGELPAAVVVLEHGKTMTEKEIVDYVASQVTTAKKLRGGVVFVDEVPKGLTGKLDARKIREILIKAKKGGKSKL
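Purified P. pyralis luciferase (10nM final) with 10uM D-luciferin and 10uM ATP (Km levels) in 50mM Tris acetate pH 7.5, 10mM Mg acetate, 0.01% Tween-20, 0.05% BSA; qHTS 6-point titration, ~60 µM downward; luminescence read.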
FBPA coupling cs: coupling enzyme interference in Giardia aldolase counter-screen | AID 2472 | coupling enzyme system counterscreen, AmpLite Red fluorescence | 290,000 compounds, 0.67% hits | activity change, negative = inhibition, % at 58.2 µM, hits read low; in the data active = activity change below about -30%; note: % is set by controls: 0 for no effect and ±100 for the full control effect
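Counterscreen lacking aldolase: glyceraldehyde-3-phosphate coupling-enzyme reagent preincubated 10 min at RT with compound (at 57.5 uM final), then substrate/coupling system with AmpLite Red added; fluorescence read at 525/598 nm after 20 min RT.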
uPA generation: blocks generation of uPA at the cell surface; cell surface uPA generation assay, qHTS; 330,000 compounds, 0.31% hits; Potency, µM (highest dose often 38.3 µM), without a hit: at the highest dose activity change, negative = inhibition, usual class: inhibitors; active = well fitted inhibition curve with a large enough effect; inconclusive = small, poorly fitted or top-dose-only effect; inactive = no such curve, though single readings can be large or run the other way; tested in mouse RAW 264.7 cells; note: potency is the fitted concentration of half-maximal effect; % is set by controls: 0 for no effect and ±100 for the full control effect; nearly all actives have a fitted effect of over 55% in size
RORgamma inh: blocks mouse ROR gamma transcriptional activity | P51450 | Drosophila S2 Gal4-RORgamma UAS-luciferase reporter, 20 h | Potency, µM (highest dose often 53.6 µM), for the others: at the top dose activity change, negative = inhibition, actives largely listed as inhibitors | 310,000 compounds, 5.4% hits; note: potency is the fitted concentration of half-maximal effect; % is set by controls: 0 for no effect and ±100 for the full control effect; nearly all actives have a fitted effect of over 60% in size
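A Gal4/UAS one-hybrid system in insect cells: metallothionein-promoter Gal4–ROR gamma fusion plus Photinus luciferase reporter. Copper sulfate 700 uM final, 20 hr ambient incubation, luminescent detection after 10 min with reagent.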
NPC1 prom act: NPC1 promoter activation; Huh7 NPC1 promoter luciferase reporter, 24 h; Potency, µM (highest dose often 9.22 µM), inactives show at the top dose activation, most hits filed as activators; 320,000 compounds, 2.4% hits; AID 485313;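 note: potency is the fitted concentration of half-maximal effect; % of control where 0% means no effect; nearly all actives have a fitted effect of over 60% in size; reporter is driven by a mutant NPC1 promoter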
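Cells: Huh7 expressing luciferase under the NPC1 promoter, 1500/well. Seeded 2 h, compound added, incubated 24 h at 37 °C. Luciferase reagent, 10 min ambient, then luminescence.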
Giardia killer: Giardia lamblia killing; AID 540267; 340,000 compounds, 0.15% hits; Giardia lamblia trophozoite viability; activity change, % at 7.66 µM, hits read low; in the data active = activity change below about -80%; inconclusive = between about -30% and that limit;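 note: parasites exposed to compound for two days anaerobically before the ATP read; % is set by controls: 0 for no effect and ±100 for the full control effect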
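Viability, read as ATP luminescence: trophozoites at 100 cells/well, compound added, 48 hrs anaerobic at 37 deg C, then 15-30 min room-temperature development before reading.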
Rab9 prom act: activates the Rab9 promoter; Huh7 Rab9 promoter-luciferase reporter, luminescence, 24 h; Potency, µM (doses to about 9.22 µM), without a hit: at the top dose activation, negative = inhibition, most hits filed as activators; 320,000 compounds, 2.8% hits; AID 485297; note: potency is the fitted concentration of half-maximal effect; % of control where 0% means no effect; nearly all actives have a fitted effect of over 60% in size
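Quantitative HTS format; Huh7 Rab9-luciferase reporter cells (1500/well) receive compound 2 h post-plating, incubate 24 h at 37 °C, then get luciferase reagent for 10 min before luminescence reading.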
KCNH2 3.1 block: KCNH2 3.1 (human) potassium channel inhibition. U2OS KCNH2 3.1, thallium flux FluxOr; hits give low values. activity change, % (tested at about 1.8 µM). 340,000 compounds, 0.95% hits. AID 720553;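 active = maximum activity change below -70%; inconclusive = maximum activity change from -70% to -50%; inactive = maximum activity change above -50%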;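 note: thallium influx rate constant from kinetic fluorescence after stimulation buffer; % is set by controls: 0 for no effect and ±100 for the full control effect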
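Steps: virus added to U2OS suspension (4 h, RT, dark); medium with 10% FBS added, cells plated, 37 C overnight; FluxOr/Red40 loading buffer 45 min RT; stimulation buffer, 2 min kinetic read; rate constant normalized.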
Tb PFK inh: blocks T. brucei phosphofructokinase. Potency, µM (titrated, usually from 57.5 µM), inactives show at the top dose activity, negative = inhibition, hits mostly inhibitors. 330,000 compounds, 0.17% hits. T. brucei PFK, ADP-Glo luminescence. AID 485367;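 note: potency is the fitted concentration of half-maximal effect; 0% = uninhibited 1x PFK enzyme wells and -100% = no-enzyme wells; nearly all actives have a fitted effect of over 60% in size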
Target sequence (O15648 whole entry, looked up): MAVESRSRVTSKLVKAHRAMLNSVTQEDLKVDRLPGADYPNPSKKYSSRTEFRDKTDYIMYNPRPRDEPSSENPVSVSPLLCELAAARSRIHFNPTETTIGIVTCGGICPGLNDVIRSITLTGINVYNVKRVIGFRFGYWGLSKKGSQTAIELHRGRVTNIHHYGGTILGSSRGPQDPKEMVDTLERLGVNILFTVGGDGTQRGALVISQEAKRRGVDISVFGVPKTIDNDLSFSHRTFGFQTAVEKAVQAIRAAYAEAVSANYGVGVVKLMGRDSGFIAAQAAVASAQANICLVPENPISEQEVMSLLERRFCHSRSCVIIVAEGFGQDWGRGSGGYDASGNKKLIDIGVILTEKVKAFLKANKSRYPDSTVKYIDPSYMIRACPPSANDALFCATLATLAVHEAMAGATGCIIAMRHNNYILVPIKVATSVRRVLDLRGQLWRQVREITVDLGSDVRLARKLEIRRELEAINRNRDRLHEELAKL
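Compounds were pin-transferred as a titration series up to 57 uM into substrate buffer (0.5 mM F6P, 0.1 mM ATP, pH 8.0), then 1.25 nM PFK was added and reactions ran 45 min before ADP-Glo detection.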
Active calls of the source: *; u = inconclusive; x = no result given; & = joins results of further samples; [ ] = another dose, or the depositor's remark. Unless noted, calls come from the whole dose curve; as a rule, active = well fitted curve in the direction sought with a large enough effect; inconclusive = small, poorly fitted or top-dose-only effect, or another doubt; inactive = no such curve, though single readings can be large; an effect the other way counts as inactive or inconclusive.

SMILES	Gal4-VP16 FLuc	ELG1 genotoxic	FLuc modulator	FBPA coupling cs	uPA generation	RORgamma inh	NPC1 prom act	Giardia killer	Rab9 prom act	KCNH2 3.1 block	Tb PFK inh
CN(C)CCN(Cc1ccco1)C(=O)c1oc2ccccc2c1NC(=O)COc1ccccc1	-8%	-5%	5%	0	7%	0%	-4%	25	2%	-95*	2%
Cc1nnc(NC(=O)C2=COCCO2)s1	x	u	-2%	x	0%	x	11%	-17	17%	-8	0%
COc1ccc(CN2C(=O)C(Cc3ccccc3)Nc3ncnc(N4CCOCC4)c32)cc1 (stereo not given)	x	-3%	0%	x	-2%	x	-3%	2	-1%	-25	2%
CCc1ccc(S(=O)(=O)NCCc2csc(-c3ccccc3)n2)s1	u	u	2%	-7	-2%	-4%	-3%	-9	-24%	2	-9%
CCCc1nnc(NC(=O)CCC(=O)N2CCC(Cc3ccccc3)CC2)s1	4%	-5%	5%	x	2%	-21%	-2%	2	8%	13	1%
CCOc1ccccc1N1CCN(CC(=O)Nc2nnc(CC)s2)CC1	-15%	-3%	0%	-2	8%	-21%	0%	4	-3%	7	-1%
O=C(CSc1nc2ccccc2o1)Nc1ccccc1	6%	21µM*	u	-1	x	10%	3%	-4	-1%	-21	16%
O=C(Cc1cccs1)Nc1nnc(Cc2ccc(F)cc2)s1	-11%	7%	8%	4	x	2%	-4%	x	0%	x	-28%
COc1ccccc1C1=NOC(CN2C(=O)c3ccccc3S2(=O)=O)C1 (stereo not given)	2%	u	8.5µM*	0	0%	-6%	2.8µM*	-2	4µM*	-11	5%
S=C(NCc1ccco1)Nc1ccccc1Cl	16%	-4%	-3%	1	-4%	10µM*	-4%	9	2%	-12	2%
O=C(N/N=C/c1ccc(OCc2ccc(F)cc2)cc1)c1ccccc1	-11%	11%	-4%	-1	u	32%	9%	0	-2%	-4	-3%
CCOc1ccc2nnc(-c3ccc(Br)cc3)n2n1	-11%	0%	4%	3	-7%	u	-3%	15	-2%	0	1%
O=C(NNc1cc(Br)c(O)c(Br)c1)c1ccccc1	-1%	-4%	21µM*	-21	0%	u	4%	-4	-4%	-6	-2%
Cc1ccc2c(c1)NC(=O)C(CC(=O)Nc1ccc(CN3CCC(C)CC3)cc1)O2 (stereo not given)	1%	0%	0%	2	-5%	0%	1%	7	-2%	-4	-3%
COc1ccc(-c2cc(C#N)nc(N3CCNCC3)n2)cc1	u	1%	-1%	5	x	-12%	0%	9	-4%	-2	8%
CCN(CC(=O)NCCN1CCOCC1)S(=O)(=O)c1ccc(F)cc1	-6%	0%	1%	2	3%	26%	0%	14	1%	3	-3%
Cc1nc2cc(NS(=O)(=O)c3ccccc3F)ccc2s1	1%	0%	4%	-19	-2%	40%	0%	6	-5%	-4	5%
O=C(OCCN1C(=O)c2cccc3c(N4CCOCC4)ccc(c23)C1=O)c1cc(Cl)cc(Cl)c1	-7%	-2%	0%	3	x	-8%	-19%	x	-27%	x	-7%
COc1ccc(CCNC(=O)c2ccc(CN3CCC(Cc4ccccc4)CC3)cc2)cc1OC	-7%	5%	4%	1	-1%	15%	1%	29	-9%	-93*	1%
CCN(CC)S(=O)(=O)c1cc(NC(=O)C(C)N(C)CC(=O)Nc2c(C)cccc2C)ccc1C (stereo not given)	28%	-5%	1%	1	-7%	9%	-3%	9	-5%	-22	0%
COc1ccccc1NCCC(=O)OCC(=O)NC1CCCCCC1	-7%	1%	1%	-1	0%	-2%	1%	u	-2%	18	-2%
COc1ccc(N(C(=O)c2ccc(F)cc2)C2=CC3CCC(C2)N3C)cc1 (stereo not given)	-1%	0%	1%	1	3%	-7%	-1%	-3	-3%	-34	0%
O=C(CNC(=O)c1ccc(-c2ccccc2)cc1)OCc1c(Cl)cccc1Cl	u	7%	3%	-1	4%	-13%	-4%	9	-3%	-12	-1%
COCCn1nnnc1C(c1cccc(C#N)c1)N1CCCCCC1 (stereo not given)	-1%	0%	10%	3	9%	0%[10 µM]	23%	2	-7%	-6	1%
COc1ccc(-n2c(Cc3cc(=O)[nH]c(=O)[nH]3)nnc2SCC(=O)N2CCCC2)cc1	-4%	0%	0%	0	14%	-12%	-5%	u	u	-6	-5%
COc1ccc(CNC(=O)C2CCN(S(=O)(=O)N3CCCC3)CC2)cc1	0%	-1%	1%	x	-9%	6%	3%	-12	0%	17	0%
CC(SC#N)C(=O)C12CC3CC(CC(C3)C1)C2 (stereo not given)	-27%	0%	-2%	1	-16%	2%	-4%	4	-9%	15	-1%
Cc1ccc(C)c(S(=O)(=O)NCC(c2ccco2)N2CCc3ccccc3C2)c1 (stereo not given)	x	-4%	-1%	x	2%	x	-3%	-16	3%	2	-20%
COC(=O)c1ccc(Cn2nnc3c(=O)[nH]c(C4CCCN(S(=O)(=O)c5ccccc5Cl)C4)nc32)cc1 (stereo not given)	-13%	-15%	-1%&-3%	x	3%	2%	1%	17	-4%	-20	2%
O=C1CN(c2nc(-c3cccnc3)nc3scc(-c4ccccc4)c23)CCN1	-2%	1%	u	0	0%	0%	0%	20	0%	-30	0%
COc1ccc(CCNC(=S)N2CCN(S(=O)(=O)c3ccccc3F)CC2)cc1	u	-17%	5%	x	13%	u	-1%	2	-4%	10	1%
COC(=O)CN1C(=O)Nc2ccc(Cl)cc2C1c1ccccc1 (stereo not given)	-3%	-1%	-2%	2	3%	1%	-4%	30[activator]	-1%	-6	-3%
COCCNC(=O)C(c1ccc(O)cc1)N(Cc1ccco1)C(=O)CCC(=O)Nc1nccs1 (stereo not given)	-4%	0%	8%	-2	7%	-15%	0%	7	2%	10	-6%
Cc1c(C(=O)N2CCCCC2)sc(N)c1C#N	-7%	3%	6%	1	7%	4%	-3%	-12	3%	-19	0%
Cc1cc(C)c(S(=O)(=O)Nc2cccc(S(=O)(=O)N3CCOCC3)c2)c(C)c1	13%	-6%	0%	x	2%	33%	5%	15	-1%	-6	-2%
COc1ccc(NS(=O)(=O)c2ccc(NC(=S)NC(=O)CC(C)C)cc2)cc1	-4%	-9%	2%[2.3 µM]	-3	26%	-31%	1%	-1	0%	2	5%
COc1ccc(C2=NN(C(N)=S)C(c3ccccc3)C2)cc1 (stereo not given)	u	-1%	-13%	-3	6%	21%	8%	8	24%	-11	2%
Cc1cc(C)cc(C(=O)NCC(=O)N2CCC(C(N)=O)CC2)c1	x	4%	x	x	-3%	x	x	23	x	4	0%
OC1CCCCC1Sc1nc2ccccc2s1 (stereo not given)	u	u	17µM*	0	-8%	1%	u	-3	u	-9	2%
CN(C)S(=O)(=O)c1cccc(NC(=O)c2c[nH]c3ccccc23)c1	-8%	-12%	21µM*	-1	2%	-1%	15%	5	17%	14	-1%
COc1ccc(NC(=O)CN(CC(=O)Nc2ccc(OC)cc2)C(C)(C)CO)cc1	-3%	5%	5%	0	u	-2%	-3%	-7	-1%	-8	1%
COc1ccc(S(=O)(=O)Cc2ccc(C(=O)O)o2)cc1	-11%	-2%	0%	-2	1%	8%	1%	0	-8%	18	7%
Cc1ccc(/C=C/C(=O)Nc2nnc(C)s2)o1	-6%	15%	-19%	0	5%	0%	16%	5	u	16	0%
CCOC(=O)c1c(C)[nH]c(C)c1S(=O)(=O)NCCc1cccs1	-3%	2%	-2%	2	u	17%	-2%	-3	11%	47	2%
Cn1[nH]c(=O)c2ccccc2c1=O	x	-3%	0%	2	3%	-15%[0.365 µM]	0%	7	-4%	-9	3%
O=C(Cn1cnc2cc([N+](=O)[O-])ccc2c1=O)NC1CCS(=O)(=O)C1 (stereo not given)	-6%	-3%	-3%	-9	4%	-17%	-17%	5	-3%	0	-21%
Cc1cc(C)nc(NC(=O)c2cc([N+](=O)[O-])cc([N+](=O)[O-])c2)n1	-12%	1%	-2%	-1	-4%	-13%	-4%	2	-1%	-1	0%
O=C(OCC(=O)N1CCOCC1)c1cc(=O)[nH]c2ccccc12	x	5%	x	x	3%	x	x	-16	x	-13	0%
Cn1c(=O)c2c(ncn2Cc2cc(-c3ccccc3)no2)n(C)c1=O	0%	-6%	-2%	-3	9%	u	-8%	-2	-2%	3	-7%
CC(OC(=O)c1ccc(NC(=O)CC#N)cc1)C(=O)NC(=O)NC1CCCCC1 (stereo not given)	4%	-1%	7%	1	0%	36%	3%	16	5%	x	5%
N#C/C=C(/N)N1CCN(c2ccc(Cl)c(Cl)c2)CC1	9%	1%	0%	0	-4%	u	-5%	-7	-1%	6	u
O=C(c1ccco1)N1CCN(C23CC4CC(CC(C4)C2)C3)CC1	1%	-4%	-2%	x	0%	5%	4%	6	6%	16	-8%
Cc1cccc(N2CC(C(=O)O)CC2=O)c1 (stereo not given)	2%	-2%	1%[2.3 µM]	-2	2%	-5%	-1%	-8	0%	5	-4%
